Screening results (PubChem)
Measles CPE = protection of cells from measles virus. protection (pct of control), % at 4 µM. Measles virus-infected cells, CPE protection, absorbance. actives 1.5% (n = 140,000); in the data active = protection mostly above about 24%, no sharp cut-off; inactive = mostly below about 26%; note: some compounds called inactive have numbers as strong as hits
GALR2 antag = antagonists of human galanin receptor 2 (GALR2); O43603; inhibition, % at 4 µM; actives 0.39% (n = 140,000); GALR2-expressing cells, antagonist mode; in the data active = inhibition above about 27%;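 note: cells stimulated with galanin 1-16 at roughly its EC80; 0% = agonist challenge control and 100% = basal control without agonist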
Target sequence (O43603 whole entry, looked up): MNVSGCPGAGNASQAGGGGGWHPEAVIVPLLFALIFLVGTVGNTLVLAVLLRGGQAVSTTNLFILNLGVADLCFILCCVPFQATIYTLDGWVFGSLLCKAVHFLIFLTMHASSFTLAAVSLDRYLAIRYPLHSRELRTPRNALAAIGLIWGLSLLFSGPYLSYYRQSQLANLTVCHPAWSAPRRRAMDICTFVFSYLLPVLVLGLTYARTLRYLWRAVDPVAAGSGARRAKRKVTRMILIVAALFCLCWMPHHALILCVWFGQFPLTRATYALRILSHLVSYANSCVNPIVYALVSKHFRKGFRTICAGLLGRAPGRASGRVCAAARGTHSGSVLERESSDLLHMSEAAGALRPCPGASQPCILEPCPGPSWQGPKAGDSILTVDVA
HCT116 bCat-KO = beta-catenin-lacking colon tumor cell growth suppression. viability, % at 10 µM. actives 1.5% (n = 140,000). HCT116 beta-catenin knockout viability, CellTiter-Glo, 60 h; hits give low values;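 active = viability at or under a set limit, the compound median less 4 SD, cut at about 6% in these data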;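 note: 0% = Hyamine 1622 control at 20 µM and 100% = untreated cell control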
Yeast growth inh = reduces growth of yeast BB579 in restrictive medium; actives 0.51% (n = 140,000); inhibition, % at 10 µM; S. cerevisiae BB579 growth, OD615, 48 h;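 active = inhibition above a set limit, 3 SD over the mean compound inhibition, cut at about 44% in these data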; note: inactives centre near -24
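Test system: Saccharomyces cerevisiae DeaD strain BB579, replicative lifespan model yeast | Buffer or medium: Restrictive CSMM-D medium | Doses: One dose, 10 µM compound with 0.25% DMSO | Incubation: 48 h exposure, 30 °C | Detection: Culture absorbance at 615 nm | Control set: Amphotericin B at 10 µg/mL as positive control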
Phagocytosis inh = inhibitors of macrophage phagocytosis. J774A.1 macrophage IgG-bead phagocytosis, imaging. inhibition, % at 5 µM. actives 0.07% (n = 110,000). AID 1029;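 active = inhibition above the mean of the plate negative controls plus 5 SD, cut at about 13% in these data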;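 note: phagocytic index as fraction of beads internalized from green versus red external bead signal; plate controls were DMSO negative control for no effect and cytochalasin-D positive control for full effect; some results beyond the cut were filed as inactive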
E-sel TNF inh = blocks E-selectin expression induced by TNF alpha. HUVEC TNFa-induced E-selectin immunofluorescence, high content. inhibition, % at 2 µM. actives 0.71% (n = 120,000);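 active = inhibition above the batch mean plus 3 SD, and confirmed as a hit on visual image review, cut at about 43% in these data; inconclusive = passes the inhibition cutoff but fails visual image review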;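 note: 0% = TNF-stimulated DMSO wells and 100% = unstimulated control wells; not every result past the cut was called active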
NPY Y2 blocker = antagonists of human neuropeptide Y receptor Y2. P49146. NPY-Y2 expressing cells, antagonist mode. inhibition, % at 2.7 µM. actives 0.99% (n = 140,000); in the data active = inhibition above about 17%;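 note: 0% = vehicle with agonist challenge and 100% = reference antagonist with challenge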
HCT116 PTEN-null = PTEN-deleted cell growth suppression; HCT116 PTEN-null viability, CellTiter-Glo, 60 h; hits give low values; viability, % at 10 µM; actives 1.2% (n = 140,000);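 active = viability at or below a set limit, 4 SD under the median of all tested compounds, cut at about 3.7% in these data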;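 note: PTEN knockout HCT116 line with beta catenin targeted HCT116 as companion control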
Yeast life ext = extends the lifespan of yeast; S. cerevisiae growth with nicotinamide, OD615; deaD strain in restrictive glucose medium; inhibition of the nicotinamide effect, % at 10 µM; actives 0.68% (n = 130,000);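 active = inhibition above a set limit, placed 3 SD over the median of all compounds, cut at about 26% in these data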;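 note: 0% = nicotinamide-treated wells and 100% = cells grown without nicotinamide; some compounds called inactive have numbers as strong as hits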
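Test system – modified budding yeast, DeaD strain · Compound – single dose 10 µM compound, 0.25% DMSO · Times – culture preincubation 4 h, compound exposure 48 h, both 30 °C · Detection – optical density (absorbance) at 615 nm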
MRP1 act = activates MRP-1; H69AR cells + doxorubicin, viability rescue, CellTiter-Glo; viability increase, % at 10 µM; actives 0.61% (n = 140,000); AID 799;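 active = viability gain under doxorubicin at or above a set limit, the compound median plus 3 SD, cut at about 4.7% in these data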;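 note: MRP-1 overexpressing cells given doxorubicin 25 µM after compound pretreatment; 18-22 h compound pretreatment then 72 h with doxorubicin before readout; 0% = doxorubicin-only wells and 100% = vehicle-treated cells without doxorubicin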
* marks the source's active call; other numbers are inactive results; ? = inconclusive; nt = no result given.

1. O=C(O)c1ccccc1-c1ccccc1C(=O)NNc1ccccc1
2. CCOC(=O)C(C)c1c(C)[nH]c(=S)[nH]c1=O (configuration not stated)
3. O=[N+]([O-])c1ccc(NCc2ccccn2)nc1
4. OCC1CCCN(c2nc(CN3CCCCC3)nc3scc(-c4ccccc4)c23)C1 (configuration not stated)
5. Cc1ccc(S(=O)(=O)Nc2cccc3c2CCCC3)cc1
6. Cc1ccc(-n2cnnn2)c(S(=O)(=O)N2CCOCC2)c1
7. COC(=O)CSc1nnc(-c2ccccn2)n1Cc1ccco1
8. O=C(CN(c1ccc2c(c1)OCCO2)S(=O)(=O)c1ccccc1)NCc1ccco1

Screen / compound no.,1,2,3,4,5,6,7,8
Measles CPE,6,2,11,4,3,12,14,4
GALR2 antag,5,-2,5,-4,-8,2,1,-5
HCT116 bCat-KO,89,103,96,72,98,92,96,93
Yeast growth inh,-19,-63,11,-17,-21,-44,-47,-55
Phagocytosis inh,-4,0,-4,-3,-6,-3,nt,-1
E-sel TNF inh,11,14,-5,-6,34,-31,4,4
NPY Y2 blocker,-1,0,-1,23*,4,-2,1,0
HCT116 PTEN-null,101,108,111,71,84,100,99,92
Yeast life ext,1,3,-8,-2,12,0,-6,-13
MRP1 act,-2.1,-0.5,-0.1,-5.3,-2.1,-1.3,-2.1,-2.8

9. Cc1cc(NC(=O)C2CCC2)n(-c2ccccn2)n1
10. O=C(COC(=O)/C=C/c1ccccc1)Nc1cc(C(F)(F)F)ccc1N1CCOCC1
11. Cc1ccc(-n2nc3c(c2NC(=O)c2ccc(Br)o2)CSC3)c(C)c1
12. COc1cc(Cl)c(C)cc1NC(=O)CNC(=O)Cn1cnc2ccccc2c1=O
13. Cc1cccc(C)c1NC(=S)NN(Cc1ccccc1)c1ccccc1
14. Cc1ccc2nsnc2c1S(=O)(=O)N1CCN(Cc2ccc3c(c2)OCO3)CC1
15. O=C(Nc1ccc(-c2nc3ccccc3s2)cc1)C1=COCCO1
16. COC(=O)C1(C)Nc2ccccc2C(=O)N1c1ccccc1OC (configuration not stated)

Screen / compound no.,9,10,11,12,13,14,15,16
Measles CPE,12,7,12,7,6,24,3,7
GALR2 antag,6,-5,-3,2,-2,-6,4,-4
HCT116 bCat-KO,91,99,90,93,73,85,70,94
Yeast growth inh,-16,-23,-48,-38,-33,-3,-29,-31
Phagocytosis inh,0,-14,-1,nt,-2,1,-11,nt
E-sel TNF inh,-33,12,nt,nt,nt,-25,nt,-5
NPY Y2 blocker,1,4,3,0,16,3,-3,1
HCT116 PTEN-null,104,94,78,93,69,92,69,87
Yeast life ext,-16,-4,33,-17,-8,-5,-5,1
MRP1 act,1.0,0.4,0.4,-1.7,-4.8,-2.5,-0.6,-2.3

Next section (two carried over from the part before).
15. O=C(Nc1ccc(-c2nc3ccccc3s2)cc1)C1=COCCO1
16. COC(=O)C1(C)Nc2ccccc2C(=O)N1c1ccccc1OC (configuration not stated)
17. COc1ccc(COC(=O)c2nc3nc(C)cc(C)n3n2)cc1F
18. CCN(C(=O)COc1cc(=O)n(CC)c2ccccc12)c1cc(Cl)ccc1OC
19. CC(=O)CSc1nnc(Cc2ccc3c(c2)OCO3)o1
20. CCCn1c2ccccc2c2nc3ccccc3nc21
21. COc1ccc(NC(=O)[C@H](CCS(C)(=O)=O)N2Cc3ccccc3C2=O)c(OC)c1
22. CCCCC(c1nnnn1CC1CCCO1)N1CCN(c2cccc(C)c2C)CC1 (configuration not stated)
23. Cc1cc(C)c2cc(CN(Cc3ccc4c(c3)OCO4)Cc3nnnn3Cc3ccco3)c(=O)[nH]c2c1
24. CC1Cc2cc(/C(O)=C3\C(=O)C(=O)N(CCN4CCOCC4)C3c3ccccc3F)ccc2O1 (configuration not stated)

Screen / compound no.,15,16,17,18,19,20,21,22,23,24
Measles CPE,3,7,3,18,20,14,3,4,1,8
GALR2 antag,4,-4,-4,3,0,16,-9,-4,-20,10
HCT116 bCat-KO,70,94,101,65,88,97,103,56,80,88
Yeast growth inh,-29,-31,-75,-65,-38,-58,0,-26,-54,-27
Phagocytosis inh,-11,nt,0,0,nt,-2,0,-3,2,2
E-sel TNF inh,nt,-5,nt,nt,-36,5,1,nt,?,nt
NPY Y2 blocker,-3,1,2,17*,2,1,0,11,3,2
HCT116 PTEN-null,69,87,97,63,95,97,101,65,91,87
Yeast life ext,-5,1,-6,-9,nt,-15,-1,-15,-2,-15
MRP1 act,-0.6,-2.3,-0.5,-0.3,-2.3,0.1,-1.6,-4.0,-1.9,-1.8

A different layout for ten compounds above.
no.	Molecule	Measles CPE	GALR2 antag	HCT116 bCat-KO	Yeast growth inh	Phagocytosis inh	E-sel TNF inh	NPY Y2 blocker	HCT116 PTEN-null	Yeast life ext	MRP1 act
15	O=C(Nc1ccc(-c2nc3ccccc3s2)cc1)C1=COCCO1	3	4	70	-29	-11	nt	-3	69	-5	-0.6
16	COC(=O)C1(C)Nc2ccccc2C(=O)N1c1ccccc1OC (configuration not stated)	7	-4	94	-31	nt	-5	1	87	1	-2.3
17	COc1ccc(COC(=O)c2nc3nc(C)cc(C)n3n2)cc1F	3	-4	101	-75	0	nt	2	97	-6	-0.5
18	CCN(C(=O)COc1cc(=O)n(CC)c2ccccc12)c1cc(Cl)ccc1OC	18	3	65	-65	0	nt	17*	63	-9	-0.3
19	CC(=O)CSc1nnc(Cc2ccc3c(c2)OCO3)o1	20	0	88	-38	nt	-36	2	95	nt	-2.3
20	CCCn1c2ccccc2c2nc3ccccc3nc21	14	16	97	-58	-2	5	1	97	-15	0.1
21	COc1ccc(NC(=O)[C@H](CCS(C)(=O)=O)N2Cc3ccccc3C2=O)c(OC)c1	3	-9	103	0	0	1	0	101	-1	-1.6
22	CCCCC(c1nnnn1CC1CCCO1)N1CCN(c2cccc(C)c2C)CC1 (configuration not stated)	4	-4	56	-26	-3	nt	11	65	-15	-4.0
23	Cc1cc(C)c2cc(CN(Cc3ccc4c(c3)OCO4)Cc3nnnn3Cc3ccco3)c(=O)[nH]c2c1	1	-20	80	-54	2	?	3	91	-2	-1.9
24	CC1Cc2cc(/C(O)=C3\C(=O)C(=O)N(CCN4CCOCC4)C3c3ccccc3F)ccc2O1 (configuration not stated)	8	10	88	-27	2	nt	2	87	-15	-1.8
